# Screens as filed in PubChem BioAssay.
# D3 antag – D3 dopamine receptor (human) antagonism | P35462 | D3R cells, DiscoveRx beta-arrestin luminescence, antagonist mode; stronger effect = lower value | max response, negative = inhibition, % | actives 2.5% (n = 360,000) | AID 652054; in the data active = max response below about -50%; inconclusive = no clear call, values can overlap the other calls; note: % is set by controls: 0 for no effect and ±100 for the full control effect; mostly tested at two doses, the higher about 12 µM
# Target sequence (P35462 whole entry, looked up): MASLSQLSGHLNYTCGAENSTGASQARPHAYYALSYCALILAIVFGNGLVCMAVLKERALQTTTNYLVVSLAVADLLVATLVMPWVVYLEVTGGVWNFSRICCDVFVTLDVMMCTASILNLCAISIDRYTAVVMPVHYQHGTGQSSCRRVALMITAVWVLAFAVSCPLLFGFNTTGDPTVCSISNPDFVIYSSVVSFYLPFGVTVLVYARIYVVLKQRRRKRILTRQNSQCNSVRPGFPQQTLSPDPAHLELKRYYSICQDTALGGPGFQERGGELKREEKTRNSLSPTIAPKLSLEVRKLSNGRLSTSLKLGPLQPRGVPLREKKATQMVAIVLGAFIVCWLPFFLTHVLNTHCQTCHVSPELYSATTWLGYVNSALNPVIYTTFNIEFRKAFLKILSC
#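 Cells expressing the human receptor were seeded at 1500 cells/well, incubated overnight at 37 degrees C in 5% CO2, then exposed to library compounds with dopamine controls for 90 minutes at 37 degrees C before luminescent detection.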
# EPAC2 ag – activates human EPAC2 exchange factor. EPAC2 activation, biochemical qHTS; response scale: 100% = 6.5 mM cAMP response. Q8WZA2. Potency, µM (highest dose often 154 µM), for the others: top-dose activation, actives largely listed as activators. actives 0.079% (n = 360,000); note: potency is the fitted concentration of half-maximal effect; nearly all actives have a fitted effect of over 50% in size
#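 qHTS, titration series. 100 nM EPAC2 / 250 nM Rap1B-BODIPY-GDP / 50 uM GDP; RT; ex 480/em 540 nm, 5-min reads to 30 min. Norm. to 6.5 mM cAMP = activation.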
# TDP43 rescue – rescues yeast growth from TDP-43 toxicity. TDP-43 expressing yeast growth rescue, BacTiter-Glo, 24 h. Potency, µM (highest dose often 46.1 µM), for the others: at the highest dose growth rescue (activation), hits mostly activators. actives 1.8% (n = 410,000); note: potency is the fitted concentration of half-maximal effect; % of control where 0% means no effect; nearly all actives have a fitted effect of over 50% in size
#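 Luminescence from BacTiter-Glo reports growth of TDP-43-expressing yeast after 24 hr at 30 deg C with compound. Cells were raffinose-pregrown to mid-log, then seeded in galactose medium at OD600=0.02.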
# EPAC2 antagonist – EPAC2 (human) antagonism. EPAC2 GEF exchange of Rap1B-BODIPY-GDP, fluorescence. Potency, µM (titrated, usually from 114 µM), for the others: top-dose activity, negative = inhibition, most hits filed as inhibitors. actives 0.18% (n = 360,000). AID 720708; note: potency is the fitted concentration of half-maximal effect; % is set by controls: 0 for no effect and ±100 for the full control effect; nearly all actives have a fitted effect of over 45% in size; many of its hits are not listed in these tables
# FUS yeast rescue – suppressors of FUS proteinopathy in yeast. S. cerevisiae FUS-expressing, growth rescue, OD600, 24 h. Potency, µM (doses to about 76.6 µM), inactives show at the highest dose growth rescue (activation), actives largely listed as activators. actives 0.24% (n = 390,000);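 note: potency is the fitted concentration of half-maximal effect; plate controls were DMSO vehicle for no effect and reference control for full effect; nearly all actives have a fitted effect of over 55% in size; some results filed as inactive show a strong effect at the top dose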
#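 Quantitative HTS measuring growth restoration of FUS-toxic yeast. Galactose-induced cells (OD 0.005) were exposed 24hr at 30C to compounds at several concentrations, then absorbance at 600 nm was recorded.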
# Abeta yeast res – restores growth of yeast expressing A-beta42 peptide; Potency, µM (top dose mostly 46.1 µM), for the others: top-dose growth rescue, actives largely listed as activators; actives 0.063% (n = 410,000); yeast expressing A-beta42, growth rescue, OD600, 48 h; response scale: 0% DMSO, 100% iron-clioquinol control; AID 1347071; note: potency is the fitted concentration of half-maximal effect; nearly all actives have a fitted effect of over 55% in size
#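 Growth rescue measured by 600 nm absorbance after 48 h yeast culture at 30 C with compound. Values normalized between DMSO and an equimolar ferric chloride plus clioquinol control.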
# aSyn yeast inh – inhibitors of alpha-synuclein toxicity in yeast. Yeast expressing alpha-synuclein, growth rescue, BacTiter-Glo, 24 h. Potency, µM (series often up to 46.1 µM), without a hit: at the top dose growth rescue (activation), usual class: activators. actives 0.14% (n = 370,000). AID 652106; note: potency is the fitted concentration of half-maximal effect; % of control where 0% means no effect; nearly all actives have a fitted effect of over 65% in size
#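 Galactose-induced alpha-syn yeast (OD600=0.02, raffinose-pregrown) + pinned cpd, 24 hr, 30 deg C; growth by BacTiter-Glo luminescence. Growth restoration scores as activation.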
# DRD3 agonist – agonists of human D3 dopamine receptor | actives 0.58% (n = 410,000) | D3R DiscoveRx beta-arrestin cells, luminescence, 90 min | P35462 | max activation, %; in the data active = max activation above about 30%; note: 0% is about no effect; mostly tested at two doses, the higher about 12 µM
#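 Agonist-mode cell screen: cells plated at 1500/well and incubated overnight at 37 °C, then exposed to library compounds for 90 min at 37 °C. Detection reagent was added for 30–60 min at room temperature, and luminescence was read.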
# Numbers without * were called inactive; ? = inconclusive; / = not tested or not shown; [ ] = dose if it differs, or a comment. Unless noted, calls come from the whole dose curve; as a rule, active = well fitted curve in the direction sought with a large enough effect; inconclusive = small, poorly fitted or top-dose-only effect, or another doubt; inactive = no such curve, though single readings can be large; an effect the other way counts as inactive or inconclusive.
# The opening three entries (preview)
SMILES,D3 antag,EPAC2 ag,TDP43 rescue,EPAC2 antagonist,FUS yeast rescue,Abeta yeast res,aSyn yeast inh,DRD3 agonist
O=C(COC(=O)CCC(=O)c1ccc(F)cc1)Nc1cccc(S(=O)(=O)N2CCCC2)c1,20,10%,23%,-16%,27%,8%,2%,5
Cc1cc(C)c(OCCCCN2CCNCC2)c(C)c1,0,6%,5%,2%,-42%,-7%,3%,-3
O=C(N/N=C/c1ccccc1OCc1ccccc1)c1cccs1,-11,6%,13%,-8%,-7%,10%,19%,-5

# The whole of this part, from the start:
SMILES,D3 antag,EPAC2 ag,TDP43 rescue,EPAC2 antagonist,FUS yeast rescue,Abeta yeast res,aSyn yeast inh,DRD3 agonist
O=C(COC(=O)CCC(=O)c1ccc(F)cc1)Nc1cccc(S(=O)(=O)N2CCCC2)c1,20,10%,23%,-16%,27%,8%,2%,5
Cc1cc(C)c(OCCCCN2CCNCC2)c(C)c1,0,6%,5%,2%,-42%,-7%,3%,-3
O=C(N/N=C/c1ccccc1OCc1ccccc1)c1cccs1,-11,6%,13%,-8%,-7%,10%,19%,-5
CC(C)OC(=O)CSc1nnc(CNc2ccc(Cl)cc2)n1Cc1ccccc1,-17,6%,?,-8%,37%,12%,15%,3
COc1cccc2c(=O)cc(C)n(CC(=O)Nc3ccccc3C)c12,16,12%,9%,3%,17%,16%,-1%,2
O=[N+]([O-])c1cccc2nc3ccccc3c(NCCCn3ccnc3[N+](=O)[O-])c12,?,2%,?,-4%,/,0%,-1%,-15
COc1cc2nc(C3CCC3)n(NC(=O)COc3ccccc3)c(=O)c2cc1OC,17,5%,-1%,-2%,8%,8%,-7%,4
N#CC1=C(O)C(c2ccccc2)n2c1nc(=O)c1ccccc12 (stereo unspecified),-14,-6%,9%,?,14%,17%,3%,-2
CN(C)CCn1c(=N)n(CC(O)c2ccc(Cl)c(Cl)c2)c2ccccc21 (stereo unspecified),-16,9%,-9%,8%,-16%,-4%,2%,-12
O=C(CCS(=O)(=O)Cc1ccccc1)N1CCN(Cc2ccccc2)CC1,?,9%,-13%,-1%,-13%,-28%,-2%,-22
N#C/C(=C/c1ccc(N2CCCCC2)o1)c1cccc(F)c1,-69*,-1%,-25%,8%,32µM*,-93%[inhibitor],2%,-55
Cc1ccc(S(=O)(=O)NC2(C(F)(F)F)NC(=O)N(c3ccccc3F)C2=O)cc1 (stereo unspecified),-15,8%,0%,2%,19%,-8%,-4%,-6
CCOCC(=O)N(CC)Cc1ccccc1,5,5%,6%,5%,-16%,-10%,-13%,6
COc1cc(OC)c2ccc(=O)oc2c1C(CCN1CCN(c2ccccc2)CC1)c1ccc2c(c1)OCO2 (stereo unspecified),-81*,3%,6%,10%,23%,3%,5%,-48
O=C(CSc1nnc(NC(=O)C2CCC2)s1)NC1CC1,-10,1%,2%,10%,-7%,4%,-7%,13
COc1ccc(Br)cc1CNC(=O)CCc1nc(-c2ccccc2F)no1,0,-6%,16%,4%,-11%,4%,1%,2
COc1cccc(CNC(=O)CSCC(=O)Nc2cc(C)on2)c1,1,7%,23%,10%,3%,13%,3%,5
COc1ccc(-n2cc(C(=O)NC(C)c3ccccc3)c3ccccc3c2=O)cc1 (stereo unspecified),/,/,16%,/,-4%,5%,/,4
Nc1c(Cl)cc(C(=O)NC2CC2)cc1Cl,3,8%,-19%,0%,-15%,-13%,-2%,-1
Cc1cccc(NC(=O)C2CCN(c3nc(C)cc(C)n3)CC2)c1,-2,8%,16%,3%,11%,11%,1%,-7
CCCN(CC(=O)Nc1ccc(C(N)=O)cc1)CC(=O)Nc1ccc(F)c(F)c1F,-3,3%,6%,-6%,-13%,-22%,-4%,2
C=CCn1c(SCC(=O)NCCC2=CCCCC2)nc2ccc(Cl)cc2c1=O,0,-2%,-5%,3%,10%,1%,5%,1
CC(=O)Nc1ccc(NC(=O)COC(=O)COc2ccc3ccccc3c2)cc1,24,-2%,-6%,5%,-9%,0%,4%,4
Cc1ccc(S(=O)(=O)N2CCCN(S(=O)(=O)C3CCS(=O)(=O)C3)CC2)cc1 (stereo unspecified),7,1%,-13%,5%,12%,3%,-1%,8

# Sorted by formula weight (lowest first): part of the list above
SMILES,D3 antag,EPAC2 ag,TDP43 rescue,EPAC2 antagonist,FUS yeast rescue,Abeta yeast res,aSyn yeast inh,DRD3 agonist
O=C(CSc1nnc(NC(=O)C2CCC2)s1)NC1CC1,-10,1%,2%,10%,-7%,4%,-7%,13
C=CCn1c(SCC(=O)NCCC2=CCCCC2)nc2ccc(Cl)cc2c1=O,0,-2%,-5%,3%,10%,1%,5%,1
Cc1ccc(S(=O)(=O)N2CCCN(S(=O)(=O)C3CCS(=O)(=O)C3)CC2)cc1 (stereo unspecified),7,1%,-13%,5%,12%,3%,-1%,8

# Random excerpt: three records from the list
SMILES,D3 antag,EPAC2 ag,TDP43 rescue,EPAC2 antagonist,FUS yeast rescue,Abeta yeast res,aSyn yeast inh,DRD3 agonist
Cc1cc(C)c(OCCCCN2CCNCC2)c(C)c1,0,6%,5%,2%,-42%,-7%,3%,-3
C=CCn1c(SCC(=O)NCCC2=CCCCC2)nc2ccc(Cl)cc2c1=O,0,-2%,-5%,3%,10%,1%,5%,1
Cc1ccc(S(=O)(=O)NC2(C(F)(F)F)NC(=O)N(c3ccccc3F)C2=O)cc1 (stereo unspecified),-15,8%,0%,2%,19%,-8%,-4%,-6

# More structures follow:
SMILES,D3 antag,EPAC2 ag,TDP43 rescue,EPAC2 antagonist,FUS yeast rescue,Abeta yeast res,aSyn yeast inh,DRD3 agonist
CCOc1ccccc1NC(=O)CSc1nnc(-c2cccnc2)o1,4,9%,28%,-3%,1%,10%,4%,0
NS(=O)(=O)c1ccc(CCNC(=O)CNC(=O)c2ccc(Br)o2)cc1,?,7%,-4%,0%,-13%,7%,-7%,-22
CCc1ccc(N2CC(C(=O)Nc3cccc(C(=O)NC4CC4)c3)CC2=O)cc1 (stereo unspecified),-21,-6%,8%,12%,?,0%,-1%[1.84 µM],5
CCOC(=O)c1ccc(NC(=O)c2ccc3c(c2)C(=O)N(CC2CCCO2)C3=O)cc1 (stereo unspecified),34,-1%,11%,-1%,/,0%,-8%,22
CCCCN(C(=O)C(C)Oc1ccc(Br)cc1)c1c(N)n(CC(C)C)c(=O)[nH]c1=O (stereo unspecified),0,-4%,9%,-3%,/,1%,-2%,1
COCCNC(=O)CSc1nnc2c(Cl)cc(Cl)cn12,5,3%,18%,15%,-13%,9%,2%,-1
CC(=O)C(CC(=O)N1CCCC1)C(=O)Nc1ccc(Cl)cc1 (stereo unspecified),-12,2%,-1%,11%,-27%,-6%,-2%,-1
CN(c1ccc(C(=O)Nc2ccccc2C(=O)N2CCCC2)cc1)S(C)(=O)=O,0,13%,-1%,-1%,11%,-4%,0%,-12
COc1ccc(-c2cn(-c3ccc(C)cc3)c(=O)n2CC(=O)Nc2ccc(OC)c(OC)c2)cc1,-12,18%,-6%,-8%,?,0%,0%,-3
COC(=O)c1cc(Br)c(=O)n(CC(C)C)c1,33,7%,3%,-3%,5%,5%,0%,3
CC(=O)N[C@@H](CC(=O)N[C@H](CCC(=O)O)C(=O)O)C(=O)O,3,4%,13%,15%,-35%,-16%,0%,22
Cc1cc(O)c(C(=O)/C=C/c2ccc(C(C)C)cc2)c(=O)o1,13,-11%,10%,22%,-13%,-7%,9%,3
CC(OC(=O)CSc1ccc([N+](=O)[O-])cc1)C(=O)NCc1ccccc1 (stereo unspecified),1,1%,-95%[inhibitor],7%,10%,-2%,8%,-8
O=C(OCCCN=C1NS(=O)(=O)c2ccccc21)c1cccs1,8,5%,-19%,1%,-7%,-12%,-1%,-8
COc1ccc(Cn2nnnc2CN2CCc3ccccc32)cc1,-12,3%,-4%,-18%,?,-5%,5%,-18
CCOC(=O)N1CCN(C(=O)CCC2CCCC2)CC1,0,-3%,-4%,21%,2%,7%,0%,18
CCOc1ccc(N2C(=O)CN(C)C2=S)cc1,11,-3%,28%,13%,/,8%,-2%,-1
O=C(CCCn1c(=O)c2ccccc2n(Cc2ccccc2)c1=O)NCc1ccco1,?,4%,15%,-5%,-8%,4%,4%,-3
Cc1cccc(NC(=O)C(C)n2cc([N+](=O)[O-])cn2)n1 (stereo unspecified),2,7%,0%,3%,-3%,-12%,4%,6
COCCNC(=O)C(OC(=O)c1ccco1)c1ccc(OC)cc1 (stereo unspecified),8,7%,10%,-12%,24%,0%,0%,2
CCC(C(=O)NCCc1ccccc1)n1nc(C)n2c(cc3sccc32)c1=O (stereo unspecified),/,/,10%,/,11%,-6%,/,-9
CC(C)(C)OC(=O)N1CCC(c2c(C(=O)NCc3ccccc3)cnn2-c2cccc(F)c2)CC1,/,/,-14%,/,?,0%,/,24
CN1C(=O)NC(c2ccccc2)C2=C1CN(CCc1ccccc1)C2=O (stereo unspecified),-23,-1%,-39%[inhibitor],-4%,12%,8%,9%,1
CC1CCC2(CC1)NC(=O)N(CC(=O)NCc1cccs1)C2=O (stereo unspecified),2,5%,4%,7%,-3%,15%,-10%,0
Cc1ccc2oc(=O)n(CCNC(=O)Nc3ccccc3C)c2c1,/,/,-15%,/,8%,-13%,/,-15
COc1ccc(C(=O)N(Cc2nc(-c3ccc(C)cc3)no2)C(C)C)cc1OC,-20,17%,-9%,-11%,32%,-8%,0%,-6
CCCCC12CN3CC(C)(CN(C1)C3c1c(C)[nH]c(=O)[nH]c1=O)C2=O (stereo unspecified),/,/,13%,/,-32%,-15%,/,4
S=c1[nH]nc(Cc2cccs2)n1-c1ccccc1Cl,-16,-1%,1%,-14%,12%,7%,-2%,3
Cc1cccc(N(CC(=O)NCc2ccc3c(c2)OCO3)C(=O)CCC(=O)Nc2ccccn2)c1,11,-4%,0%,5%,-12%,7%,0%,0
Cc1cccc(C)c1N1C(=O)c2ccccc2NC(=O)C1C(=O)NCc1ccco1 (stereo unspecified),27,0%,17%,2%,-5%,0%,0%,9

# Only part of the results is shown; count on the stated rates, not on these rows.
